# High-throughput results as filed in PubChem BioAssay.
# SNCA expr inh: Primary qHTS assay for inhibitors of alpha-synuclein gene (SNCA) expression; HEK-293 SNCA-luciferase knock-in, luminescence, 24 h; Potency, µM (series often up to 57.2 µM), inactives show at the top dose activity change, negative = inhibition, actives largely listed as inhibitors; 140,000 compounds, 0.17% hits;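 also: plate controls were DMSO cells for no effect and cell-free wells for full effect; nearly all actives have a fitted effect of over 45% in size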
# SNCA viab count: GF-AFC viability counterscreen for inhibitors of alpha-synuclein gene (SNCA) expression | Potency, µM (doses to about 57.1 µM), without a hit: top-dose activity change, negative = cytotoxicity, usual class: cytotoxic | AID 1671193, 2021 | 150,000 compounds, 0.12% hits | HEK-293-SNCA-luc viability, GF-AFC fluorescence, 24 h;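 also: 0% = DMSO-treated cells and -100% = medium-only wells without cells; nearly all actives have a fitted effect of over 30% in size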
#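 Cytotoxicity counterscreen: after 24 h compound treatment of genome-edited SNCA-luciferase HEK-293 cells, live-cell protease substrate GF-AFC read by fluorescence after 30 min; activity scaled between DMSO (0%) and medium-only (-100%), curves Hill-fitted.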
# * = called active by the depositor; u = inconclusive; [ ] = another dose, or the depositor's remark. Calls follow the shape of the dose curve; as a rule, active = well fitted curve in the direction sought with a large enough effect; inconclusive = small, poorly fitted or top-dose-only effect, or another doubt; inactive = no such curve, though single readings can be large; an effect the other way counts as inactive or inconclusive. Potency is read from the fitted curve at half-maximal effect. This is a subset; the hit share may differ from the screen's.
# Sample of the layout (six entries):
# Sequence of screens: SNCA expr inh	SNCA viab count
> Cc1cccc(CNc2ccnc(-c3ccccc3CN(C)C)n2)c1
→ -10%	-10%
> COc1ccc(Oc2ncc3ncc(=O)n(C4CC4)c3n2)cc1
→ -7%	-9%
> O=C(c1cnccn1)N1CCC2(CCCN(Cc3ccccc3)C2)CC1
→ 9%	0%
> COc1cccc(Cn2c(=O)c(C)nc3cnc(OC)nc32)c1
→ 38%[activator]	u
> CS(=O)(=O)N1CCC2(CCN(C(c3ccccc3)c3ccccc3)CC2)CC1
→ -18%	-12%
> CCNc1ncc2nc(CCc3ccccc3)c(=O)n(C[C@H]3CCCO3)c2n1
→ 27%	-1%

# The listing, from the start:
# Sequence of screens: SNCA expr inh	SNCA viab count
> Cc1cccc(CNc2ccnc(-c3ccccc3CN(C)C)n2)c1
→ -10%	-10%
> COc1ccc(Oc2ncc3ncc(=O)n(C4CC4)c3n2)cc1
→ -7%	-9%
> O=C(c1cnccn1)N1CCC2(CCCN(Cc3ccccc3)C2)CC1
→ 9%	0%
> COc1cccc(Cn2c(=O)c(C)nc3cnc(OC)nc32)c1
→ 38%[activator]	u
> CS(=O)(=O)N1CCC2(CCN(C(c3ccccc3)c3ccccc3)CC2)CC1
→ -18%	-12%
> CCNc1ncc2nc(CCc3ccccc3)c(=O)n(C[C@H]3CCCO3)c2n1
→ 27%	-1%
> O=C(c1csnn1)N1CCC2(CCN(Cc3nccs3)CC2)CC1
→ -5%	3%
> O=c1c(-c2ccc(F)c(F)c2)nc2cncnc2n1Cc1ccc(F)cc1
→ -27%	-23%
> c1ccc(CNc2ncnc3ccc(-c4cccnc4)cc23)cc1
→ 1%	-1%
> CS(=O)(=O)Nc1cccc(-c2nc(Nc3ccncc3)c3ccccc3n2)c1
→ 11%	-30%
> COc1ccc(-c2nc3cnc(Oc4ccccc4)nc3n(C3CC3)c2=O)cc1
→ -13%	9%
> COc1ccc(-c2nc3cnc(N4CCOCC4)nc3n(Cc3cccs3)c2=O)cc1
→ -1%	u
> O=C(c1ccncc1)N1CCC[C@@]2(CCN(c3cccc(-c4ccccc4)c3)C2)C1
→ -19%	-25%
> COc1ccc2[nH]cc(CCNc3ccnc(-c4ccccc4Cl)n3)c2c1
→ 29%	-7%
> O=c1c(CCc2ccccc2)nc2cnc(N3CCNCC3)nc2n1C1CC1
→ 7%	-5%
> COc1cccc(Cn2c(=O)c(-c3cccs3)nc3cnc(N4CCOCC4)nc32)c1
→ 56%[activator]	u
> COc1cccc(Nc2ncc3nc(-c4ccc(Cl)cc4)c(=O)n(C4CC4)c3n2)c1
→ 25%	u
> Cn1cc(-c2nc3cnc(OCc4ccccc4)nc3n(CCC#N)c2=O)c2ccccc21
→ 5%	u
> CN(C)C(=O)c1ccc(-c2nc(-n3ccnc3)c3ccccc3n2)cc1
→ -19%	-6%
> c1ccc2c(-n3ccnc3)nc(-c3ccoc3)nc2c1
→ 1%	u
> Cc1cnc(CNc2cc(-c3cccc(C#N)c3)ncn2)cn1
→ 12%	5%
> COc1ccccc1CN1CCC2(CC1)CCN(S(=O)(=O)c1ccccc1)CC2
→ -2%	-18%
> CC(=O)N1CCC2(CCCN(C(=O)Nc3cccc(F)c3)C2)CC1
→ -13%	-7%
> COc1ccc(-c2nc3cnc(Nc4cccc(OC)c4)nc3n(CCC#N)c2=O)cc1
→ 3%	12%
> O=c1c(-c2cccc(Cl)c2)nc2cncnc2n1Cc1ccccc1
→ 33%[activator]	-7%
> COc1ccc(C(=O)N2CCC[C@@]3(CCN(C(=O)Nc4cccc(C#N)c4)C3)C2)cc1
→ 15%	-13%
> CN1CCCC2(CCN(C(=O)c3cccc(F)c3)CC2)C1
→ -20%	4%
> O=C(c1csnn1)N1CCC2(CC1)CCN(C(c1ccccc1)c1ccccc1)CC2
→ -11%	-2%
> COc1ccc(Oc2ncc3nc(C)c(=O)n(Cc4ccc(F)cc4)c3n2)cc1
→ u	12%
> COc1ccccc1CNc1ccnc(-c2ccc(N(C)C)cc2)n1
→ 23%	u
> O=C(c1cccc(F)c1)N1CCC[C@@]2(CCN(c3ccccc3)C2)C1
→ -29%	-22%
> Cn1cc(-c2nc3cncnc3n(C3CC3)c2=O)c2ccccc21
→ -9%	8%
> COc1ccccc1CN1CC[C@@]2(CCCN(C(C)=O)C2)C1
→ -14%	-10%
> c1csc(CNc2ccnc(-c3ccoc3)n2)c1
→ -7%	3%
> COc1cccc(Cn2c(=O)c(-c3cn(C)c4ccccc34)nc3cnc(N4CCOCC4)nc32)c1
→ 31%[activator]	u
> COCC(=O)N1CCC2(CCCN(C(=O)Nc3ccc(OC)cc3)C2)CC1
→ 53%[activator]	-3%
> CN(Cc1ccco1)c1ncncc1-c1cccc(C#N)c1
→ u	3%
> Cc1cnc(CNc2nc(-c3ccc4c(c3)OCO4)nc3ccccc23)cn1
→ 129%[activator]	-10%
> O=C(Nc1ccccc1)N1CCCC2(CCN(C(=O)c3ccco3)CC2)C1
→ 3%	-5%
> Cc1noc(C)c1-c1ccc2ncnc(Nc3ccccc3)c2c1
→ 59%[activator]	0%
> CC(C)NC(=O)N1CCC2(CC1)CCN(C(=O)c1cc(C(F)(F)F)cc(C(F)(F)F)c1)CC2
→ 14%	-18%
> COCCn1c(=O)c(-c2ccc(F)cc2)nc2cnc(OC)nc21
→ -5%	6%
> COc1ccc(-c2nc3cnc(OCc4ccccc4)nc3n(CCC#N)c2=O)cc1
→ u	u
> O=C(Oc1ccccc1)N1CCC2(CC1)CCN(c1cccc(-c3ccccc3)c1)CC2
→ 1%	-11%
> O=C(c1cnccn1)N1CCC2(CCCN(Cc3ccncc3)C2)CC1
→ -7%	1%
> Cc1nc2cnc(Oc3ccccc3)nc2n(Cc2cccs2)c1=O
→ 29%	-14%
> COCCn1c(=O)cnc2cnc(Oc3cccc(Cl)c3)nc21
→ -3%	-6%
> COc1cccc(-c2nccc(NCc3cnc(C)cn3)n2)c1
→ 25%	5%
> N#Cc1ccc(CN2CCC3(CC2)CCN(C(=O)c2cccc(F)c2)CC3)cc1
→ 9%	-29%
> COc1cccc(-c2cncnc2NCc2cnc(C)cn2)c1
→ -22%	-9%
> COc1ccc(-n2c(=O)c(C)nc3cnc(N4CCOCC4)nc32)cc1
→ 41%[activator]	u
> FC(F)(F)c1ccccc1-c1nc(NC2CC2)c2ccccc2n1
→ -14%	-27%
> N#Cc1cccc(NC(=O)N2CC3(CCN(C(=O)c4cnccn4)CC3)C2)c1
→ 5%	2%
> Cc1ccccc1-c1cc(N(C)Cc2ccco2)ncn1
→ -1%	-19%
> Cc1cnc(CNc2nc(-c3c(C)noc3C)nc3ccccc23)cn1
→ 36%[activator]	0%
> COc1ccc2[nH]cc(CCNc3nc(-c4cccc(C#N)c4)nc4ccccc34)c2c1
→ 10%	-19%
> CC(C)NC(=O)N1CCC2(CC1)CCN(S(C)(=O)=O)CC2
→ -2%	11%
> O=C(c1cnccn1)N1CCC2(CC1)CCN(c1ncccn1)CC2
→ -25%	-12%
> N#Cc1cccc(-c2nccc(-n3ccnc3)n2)c1
→ -19%	-14%
> CNc1nc(-c2cccc(C#N)c2)nc2ccccc12
→ -3%	1%

# (continued)
# Sequence of screens: SNCA expr inh	SNCA viab count
> O=S(=O)(c1ccccc1)N1CCC2(CCN(C(c3ccccc3)c3ccccc3)CC2)CC1
→ -27%	7%
> O=c1c(-c2ccccc2)nc2cncnc2n1Cc1ccc(F)cc1
→ 14%	-29%
> COc1ccccc1CN1CCC2(CC1)CCN(C(=O)c1cccc(F)c1)CC2
→ 5%	-14%
> COc1ccccc1CN1CCC2(CC1)CCN(C(=O)c1c(C)noc1C)CC2
→ -22%	-7%
> COc1ccc(-n2c(=O)c(C)nc3cnc(Oc4ccccc4)nc32)cc1
→ -10%	-4%
> O=c1c(-c2cccc(Cl)c2)nc2cncnc2n1Cc1ccc(F)cc1
→ -12%	-21%
> O=c1c(-c2ccc(F)cc2)nc2cnc(N3CCNCC3)nc2n1Cc1cccs1
→ -1%	u
> O=C(Nc1cccc(F)c1)N1CCC2(CC1)CCN(C(=O)c1ccco1)CC2
→ 14%	5%
> O=C(c1cc(C(F)(F)F)cc(C(F)(F)F)c1)N1CCC2(CCCN(Cc3nccs3)C2)CC1
→ -16%	-8%
> CN(C)c1nc(-c2cccc(C#N)c2)nc2ccccc12
→ 44%[activator]	1%
> COc1ccccc1CN1CCC2(CC1)CCN(C(=O)c1cccn1C)CC2
→ 1%	-5%
> CN(C)c1ccc(-c2ccc3ncnc(N(C)Cc4ccco4)c3c2)cc1
→ 4%	0%
> c1ccc(CNc2cc(-c3ccoc3)ncn2)cc1
→ 10%	6%
> CC(C)NC(=O)N1CC[C@@]2(CCCN(C(=O)c3cccn3C)C2)C1
→ 13%	-23%
> CNc1ncnc2ccc(-c3ccccc3CN(C)C)cc12
→ 18%	-23%
> COc1ncc2nc(-c3ccc(F)cc3)c(=O)n(C)c2n1
→ 49%[activator]	2%
> N#Cc1ccccc1-c1ccc2ncnc(NCc3cccs3)c2c1
→ 3%	4%
> COc1ccc(C(=O)N2CCC[C@@]3(CCN(CC(C)C)C3)C2)cc1
→ -17%	-16%
> O=C(c1ccco1)N1CCC[C@@]2(CCN(C(c3ccccc3)c3ccccc3)C2)C1
→ -27%	-20%
> COc1ccc2[nH]cc(CCNc3ccnc(-c4ccc(C(=O)N(C)C)cc4)n3)c2c1
→ 0%	-5%
> CN(C)Cc1ccccc1-c1cc(-n2ccnc2)ncn1
→ 5%	1%
> Cc1noc(C)c1-c1nccc(N2CCNCC2)n1
→ -7%	-1%
> O=c1c(-c2cccs2)nc2cnc(N3CCOCC3)nc2n1Cc1ccc(F)cc1
→ 35%[activator]	u
> O=C(Nc1cccc(F)c1)N1CCCC2(CCN(C(=O)c3cccc(F)c3)CC2)C1
→ 16%	-11%
> COCC(=O)N1CCC2(CC1)CN(c1ccccc1)C2
→ -27%	-6%
> COc1ccc(-c2nc3cnc(N4CCOCC4)nc3n(CCC#N)c2=O)cc1
→ 4%	u
> COc1ccc(C(=O)N2CCC3(CC2)CCN(c2ccccn2)CC3)cc1
→ u	-27%
> CN(C)c1ccc(-c2ccc3ncnc(N4CCNCC4)c3c2)cc1
→ 120%[activator]	-3%
> COc1ncc2nc(-c3cc(F)cc(F)c3)c(=O)n(-c3ccccc3)c2n1
→ 12%	10%
> CC(=O)N1CCC2(CC1)CCN(c1ccncc1)CC2
→ 2%	6%
> COc1ccc2[nH]cc(CCNc3cc(-c4ccccc4CN(C)C)ncn3)c2c1
→ -19%	-20%
> CN1CCN(c2ncc3nc(-c4cc(F)cc(F)c4)c(=O)n(CCC#N)c3n2)CC1
→ 27%	u
> N#Cc1cccc(-c2nc(NCCN3CCOCC3)c3ccccc3n2)c1
→ -3%	-21%
> CN(C)c1ccnc(-c2cccc(NS(C)(=O)=O)c2)n1
→ -1%	2%
> O=S(=O)(c1ccccc1)N1CCC2(CCN(c3ccc(-c4ccccc4)cc3)CC2)CC1
→ -25%	1%
> CCNc1ncc2nc(C)c(=O)n(Cc3cccc(OC)c3)c2n1
→ -9%	-3%
> COCCNc1ncnc2ccc(-c3cccnc3)cc12
→ -7%	-17%
> Cn1c(=O)c(-c2cc(F)cc(F)c2)nc2cncnc21
→ -13%	-5%
> Cn1cccc1C(=O)N1CCC2(CCCN(c3ccccc3)C2)CC1
→ 1%	-5%
> FC(F)(F)c1ccccc1-c1ccc2ncnc(NCCN3CCOCC3)c2c1
→ -2%	-9%
> Cc1noc(C)c1-c1cncnc1N1CCN(C)CC1
→ 0%	-5%
> FC(F)(F)c1ccccc1-c1cc(N2CCNCC2)ncn1
→ -5%	0%
> Cc1noc(C)c1C(=O)N1CCC[C@@]2(CCN(c3ncccn3)C2)C1
→ 15%	-12%
> COCCNc1nc(-c2cccc(OC)c2)nc2ccccc12
→ 1%	-16%
> COc1cccc(Cn2c(=O)c(-c3cc(F)cc(F)c3)nc3cnc(N4CCOCC4)nc32)c1
→ -1%	18%
> COc1ccccc1CNc1ncnc2ccc(-c3ccccc3CN(C)C)cc12
→ 1%	0%
> O=c1c(-c2cc(F)cc(F)c2)nc2cncnc2n1Cc1ccccc1
→ -18%	-16%
> COc1ccc(-n2c(=O)c(-c3cccs3)nc3cnc(N4CCN(C)CC4)nc32)cc1
→ 1%	u
> COc1ccc(C(=O)N2CCC3(CC2)CN(c2ccccn2)C3)cc1
→ 8%	u
> COc1ccc2[nH]cc(CCNc3ncnc4ccc(-c5ccc6c(c5)OCO6)cc34)c2c1
→ -28%	5%
> Cc1cccc(CNc2ncncc2-c2ccccc2CN(C)C)c1
→ 21%	-9%
> COCCn1c(=O)cnc2cnc(OC)nc21
→ -6%	-14%
> COCCn1c(=O)c(-c2cccs2)nc2cnc(Oc3ccc(OC)cc3)nc21
→ 26%	12%
> COCCn1c(=O)c(-c2ccc(Cl)cc2)nc2cnc(Oc3ccc(OC)cc3)nc21
→ 4%	-2%
> COCC(=O)N1CCC2(CC1)CCN(C(c1ccccc1)c1ccccc1)CC2
→ -10%	6%
> CN1CC[C@@]2(CCCN(S(=O)(=O)c3ccccc3)C2)C1
→ -2%	u
> COc1ccccc1CNc1ncncc1-c1ccoc1
→ -13%	-1%
> CN(C)c1ncnc2ccc(-c3ccoc3)cc12
→ 4%	-15%
> COc1cccc(Cn2c(=O)c(CCc3ccccc3)nc3cnc(N4CCNCC4)nc32)c1
→ -12%	-12%
> COC(=O)N1CCC2(CC1)CN(C(=O)Nc1ccc(OC)cc1)C2
→ 39%[activator]	10%
